EphB4 ephrin blk – antagonists of human EphB4-ephrin-B2 interaction; P54760; AID 720; EphB4 LBD / TNYL-RAW-Alexa532 peptide, fluorescence polarization; inhibition, % at 7 µM; 97,000 compounds, 0.15% hits;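 active = inhibition above the screen-wide mean inhibition plus 3 SD, cut at about 15% in these data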;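 note: 0% = DMSO wells and 100% = excess unlabeled TNYL-RAW peptide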
LYP inh 2 – inhibitors of human LYP (PTPN22) phosphatase | Q9Y2R2 | recombinant LYP catalytic domain, DiFMUP fluorescence | 96,000 compounds, 0.21% hits | AID 640 | inhibition, % at 2 µM;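 active = inhibition at 2 µM at or above a set limit, the screen mean plus 3 SD, cut at about 24% in these data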;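 note: 0% = DMSO with enzyme and 100% = enzyme fully blocked by orthovanadate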
S1P2 blocker – blocks the human S1P2 receptor. O95136. cell-based S1P2 antagonist assay, inhibition at 5 uM. inhibition, % at 5 µM. 97,000 compounds, 0.21% hits; in the data active = inhibition above about 45%;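 note: CRE beta-lactamase reporter cells expressing human S1P2 stimulated with S1P; 0% = agonist at EC80 alone and 100% = agonist plus reference antagonist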
Target sequence (O95136 whole entry, looked up): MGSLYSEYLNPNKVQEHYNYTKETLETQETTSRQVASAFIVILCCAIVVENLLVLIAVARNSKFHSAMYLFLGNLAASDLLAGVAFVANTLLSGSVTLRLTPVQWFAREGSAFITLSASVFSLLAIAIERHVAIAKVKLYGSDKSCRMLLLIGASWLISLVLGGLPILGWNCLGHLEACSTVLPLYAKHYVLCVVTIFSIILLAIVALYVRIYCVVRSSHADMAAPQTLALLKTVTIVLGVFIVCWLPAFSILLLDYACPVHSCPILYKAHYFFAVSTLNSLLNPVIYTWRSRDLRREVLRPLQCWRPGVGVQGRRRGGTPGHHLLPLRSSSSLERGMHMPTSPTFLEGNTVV
S1P2 ag – agonists of human S1P2 receptor | S1P2-expressing cell line, agonist reporter read-out | activation, % at 4.5 µM | 97,000 compounds, 0.46% hits; in the data active = activation above about 16%;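 note: 0% = vehicle low control and 100% = maximal reference agonist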
PostGolgi yeast – growth inhibition of a yeast mutant, post-Golgi transport screen | post-Golgi transport phenotypic cell assay | 98,000 compounds, 0.9% hits | inhibition, % at 10 µM;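 note: yeast cells grown in 1536-well plates; yeast grown about 18 h at 30C before absorbance read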
FAK blocker – FAK (human) kinase inhibition | inhibition, %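 (tested at 7 µM)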 | Q05397 | 97,000 compounds, 0.84% hits | biochemical FAK kinase activity assay; in the data active = inhibition above about 19%;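 note: 0% = DMSO and 100% = reference compound high control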
PostGolgi ctrl – yeast control strain growth, post-Golgi counter-screen; efflux-deficient yeast background strain, growth absorbance A615, 16 h; inhibition, % at 10 µM; AID 738; 98,000 compounds, 5% hits
LYP act – increases human PTPN22 phosphatase activity | recombinant LYP, DiFMUP fluorescence; 0 = plate median, 100 = signal doubled | activation, % at 2 µM | 96,000 compounds, 0.11% hits | AID 697;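 active = activation at 2 µM above a set limit, the mean plus 5 SD, cut at about 37% in these data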
Rev-RRE block – disrupts HIV-1 Rev binding to RRE RNA | P05866 | Rev peptide-RRE RNA binding, FRET | inhibition, % at 8 µM | 97,000 compounds, 0.79% hits;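 active = inhibition above the screen-wide mean plus 3 SD, cut at about 35% in these data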;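 note: 0% = median DMSO wells and 100% = median Neomycin B control wells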
Target sequence (P05866 whole entry, looked up): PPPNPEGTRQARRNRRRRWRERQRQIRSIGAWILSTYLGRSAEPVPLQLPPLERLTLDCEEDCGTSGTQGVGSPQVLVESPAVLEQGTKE
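Test system: labelled RRE RNA duplex and labelled Rev peptide. Times: 5 min compound–RNA preincubation, then 15 min with peptide, 25 °C. Doses: single-dose 8 µM. Measured by: FRET, excitation 480 nm, emission 540 nm donor and 671 nm acceptor. Measure: % inhibition of FRET ratio versus controls.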
An asterisk follows results filed as active; / = not tested or not shown. Cut-off read from the data, not from the text of the source, unless noted: active = inhibition above about 30%; inactive = the rest.

[1] Cc1ccc(OC(=S)Nc2ccc(O)cc2)cc1
[2] COc1cccc2cc(C(=O)N(C)C3CCN(C)CC3)c(=O)oc12
[3] CCCN1C2=NCCN2c2cc(C)c(C)cc21
[4] Cc1ccc2c(C(=O)CN3CCCC3)c(C)[nH]c2c1
[5] O=C1N=C(N2CCOCC2)S/C1=C\C=C/c1ccccc1
[6] O=C(C1CC(=O)N(C2CCCC2)C1)N1CCC(Cc2ccccc2)CC1 (stereo not drawn)
[7] COCCNc1cc(C)c(C#N)c2nc3ccccc3n12
[8] O=C1CC(N(Cc2ccc3c(c2)OCO3)C(=O)Nc2ccc(F)cc2)C(=O)N1c1ccccc1 (stereo not drawn)

Screen / compound no.	1	2	3	4	5	6	7	8
EphB4 ephrin blk	-4	2	-1	4	1	5	6	3
LYP inh 2	1	22	-6	-2	0	-7	5	7
S1P2 blocker	1	17	0	14	15	16	-30	7
S1P2 ag	-3	-6	-5	-10	-2	-4	-5	-2
PostGolgi yeast	/	-3	4	1	6	2	-8	2
FAK blocker	-4	9	2	4	-4	1	5	0
PostGolgi ctrl	/	2	3	-1	9	10	-8	4
LYP act	-1	-20	6	1	2	6	-2	-8
Rev-RRE block	5	9	-1	5	2	3	7	18

[9] CC(C)C1Cc2c(C#N)c(N)sc(=S)c2CO1 (stereo not drawn)
[10] O=C(CN1C(=O)C2C3c4ccccc4C(c4ccccc43)C2C1=O)N1CCOCC1 (stereo not drawn)
[11] Nc1ncnc(Nc2ccccc2C(F)(F)F)n1
[12] COc1ccc(C2C(C#N)=C(N)Oc3cc(C)n(Cc4ccco4)c(=O)c32)cc1 (stereo not drawn)
[13] Cc1ccc(-c2cc(C(=O)N/N=C/c3c(C)nn(C)c3C)c3ccccc3n2)c(C)c1
[14] Cc1cnc(C(=O)Nc2ccccc2-c2ccc(C)o2)cn1
[15] CC(C)c1nnc(NC(=O)CCCC(=O)O)s1
[16] CCCCNCC(=O)Nc1ccc(NC(=O)CNCCCC)cc1

Screen / compound no.	9	10	11	12	13	14	15	16
EphB4 ephrin blk	0	2	6	-5	1	3	-1	2
LYP inh 2	-4	2	8	9	2	18	-13	4
S1P2 blocker	-18	27	8	9	-31	-18	0	13
S1P2 ag	-7	-4	-5	-1	13	-3	-7	-12
PostGolgi yeast	2	2	7	4	-6	1	-6	-5
FAK blocker	-3	-1	0	-1	1	2	-3	4
PostGolgi ctrl	0	-3	4	2	-6	8	-1	1
LYP act	8	-4	-6	-7	-2	-16	12	-4
Rev-RRE block	12	6	8	12	-4	12	3	9

[17] CCn1nnc(C(=O)O)c1C(=O)O
[18] CC(NC(=O)C1CCCN1S(=O)(=O)c1cccc2cccnc12)c1ccccc1 (stereo not drawn)
[19] COc1ccc(-c2nc(C)sc2CC(=O)O)cc1
[20] Cc1ccc(N(C(=O)Cn2nnc3ccccc32)C(C(=O)NC2CCCCC2)c2cn(C)nc2C)cc1 (stereo not drawn)
[21] COCCNc1nc(SCC(=O)N2CCN(c3ccccc3)CC2)nc2ccccc12
[22] c1coc(-c2nnc3sc(Cc4cccs4)nn23)c1
[23] COCCCNC(=O)Cn1cc(C(=O)C2CC2)c2ccccc21
[24] CS(=O)(=O)n1nc(OC(=O)c2cccc3ccccc23)cc1N

Screen / compound no.	17	18	19	20	21	22	23	24
EphB4 ephrin blk	12	-3	-2	-4	5	-3	-2	-2
LYP inh 2	16	2	2	5	6	-3	-9	-7
S1P2 blocker	8	-1	-8	4	-1	-6	-3	18
S1P2 ag	-3	-1	-2	-5	-7	-4	-3	-11
PostGolgi yeast	-9	-1	7	5	-8	21	-3	18
FAK blocker	-4	2	0	-3	0	25*	0	-4
PostGolgi ctrl	2	1	8	2	9	2	11	-1
LYP act	-20	-3	-3	-6	-5	0	5	6
Rev-RRE block	10	5	5	-1	16	-4	3	1

[25] CCc1c(C)[nH]c2ccc(C)cc2c1=O
[26] O=C(Nc1ccc(Br)cc1)N1CCCCCCC1
[27] CCn1c(C)nc2cc(S(=O)(=O)C(F)(F)F)ccc21
[28] COc1ccc(NC(=O)CN(C)S(=O)(=O)c2ccc(Cl)cc2)c([N+](=O)[O-])c1
[29] CCSc1ccccc1C(=O)N1CCCC1
[30] CCOc1ccc(C(=O)OCC(=O)c2c(N)n(C)c(=O)n(C)c2=O)cc1OCC
[31] CC(=O)NC(Cc1c[nH]c2ccccc12)C(=O)OCC(=O)Nc1ccc2c(c1)OCO2 (stereo not drawn)
[32] O=C(Nc1nncs1)C1(c2ccccc2)CCCC1

Screen / compound no.	25	26	27	28	29	30	31	32
EphB4 ephrin blk	2	-7	8	8	-5	2	-7	2
LYP inh 2	6	1	2	-3	3	-1	1	-2
S1P2 blocker	11	-9	-5	-8	-16	-23	17	-14
S1P2 ag	-2	-6	-4	-2	0	-4	-6	-5
PostGolgi yeast	-1	1	/	13	1	12	-8	-14
FAK blocker	-3	8	0	4	1	-1	1	0
PostGolgi ctrl	29	4	/	-3	-5	-3	6	21
LYP act	-8	-3	-1	7	-1	4	-2	1
Rev-RRE block	5	3	9	9	-1	-8	-4	7

[33] CCCNC(=O)CN(c1ccc(F)c(Cl)c1)S(C)(=O)=O
[34] Cc1ncsc1CCSc1n[nH]c(=O)n1-c1ccccc1
[35] O=c1c2ccccc2nc2ccc(NCc3ccco3)nn12
[36] O=c1c(Cc2ccc(F)cc2)c(O)ccn1Cc1cccc(Cl)c1
[37] Cc1cccc(C2NC(=O)c3c(sc(C)c3C)N2)c1O (stereo not drawn)
[38] O=C(NN=C1C2CC3CC(C2)CC1C3)c1cc(Cl)ccc1O
[39] O=C(Cn1c(CN2CCCCC2)nc2ccccc2c1=O)NCc1ccco1
[40] Cc1cccc(NC(=O)CCOc2ccccc2)c1

Screen / compound no.	33	34	35	36	37	38	39	40
EphB4 ephrin blk	4	1	2	1	10	0	-7	-2
LYP inh 2	-6	12	3	11	-7	12	-4	-2
S1P2 blocker	-5	7	-10	26	21	8	-5	-4
S1P2 ag	-2	-7	0	-4	-1	-6	-2	-2
PostGolgi yeast	7	9	-1	-2	13	0	-4	-1
FAK blocker	-2	0	23*	1	8	-2	-1	-1
PostGolgi ctrl	6	1	1	8	-1	-1	2	-5
LYP act	6	-13	0	-7	9	-8	2	5
Rev-RRE block	7	4	23	3	5	9	3	4

[41] Cc1nnc(NC(=O)NC(C)N2C(=O)C3C4C=CC(C4)C3C2=O)s1 (stereo not drawn)
[42] CCN1CCN(C(=O)CN(c2cc(OC)ccc2OC)S(C)(=O)=O)CC1
[43] CCCCSc1nc(O)c(Cc2ccccc2)c(=O)[nH]1
[44] c1ccc(-c2csc3nnc(SCc4ccc5c(c4)OCCO5)n23)cc1
[45] Cc1ccc(CN=C2Nc3ccccc3CS2)cc1
[46] CCOC(=O)CN1C(=O)C2(OCCCO2)c2ccccc21
[47] CC(C)(C)n1cnc2cc(NS(=O)(=O)c3ccc(Br)cc3)ccc21
[48] CC(=O)Nc1ccc(S(=O)(=O)N2CCSC2C(=O)O)cc1 (stereo not drawn)

Screen / compound no.	41	42	43	44	45	46	47	48
EphB4 ephrin blk	-4	-3	-4	2	-7	3	-2	0
LYP inh 2	-5	12	-1	4	-5	5	-8	0
S1P2 blocker	-2	-5	-4	-14	-16	2	-14	-41
S1P2 ag	-2	-7	1	0	-4	1	-3	-4
PostGolgi yeast	-2	-13	0	/	18	-19	-9	-7
FAK blocker	0	1	-3	1	-1	-1	0	-1
PostGolgi ctrl	9	11	10	/	21	12	6	23
LYP act	3	-8	2	-4	8	-6	9	2
Rev-RRE block	4	7	3	3	4	7	9	10

[49] NC(=O)Nc1ccc(F)cc1
[50] O=C(Nc1nc2ccccc2n1CCN1CCCCC1)c1ccco1
[51] COc1cccc(OC)c1OCCCN1CCOCC1
[52] Cn1c(SCC(=O)NCc2ccc3c(c2)OCO3)nc2scc(-c3cccs3)c2c1=O
[53] COC(=O)Cc1cc(=O)[nH]c(Nc2nc3ccccc3o2)n1
[54] Cc1cc(NC(=O)CN2CCC(O)(c3cccc(F)c3)CC2)no1
[55] CC(C)c1nc2ccc(NC(=O)C3CCCCC3)cc2[nH]1
[56] COc1ccc(C(=O)N(CN2CCCC2=O)c2nccs2)cc1OC
[57] O=C(NC(=O)c1ccc(Cl)cc1)Nc1cc(N2CCCCC2)ncn1

Screen / compound no.	49	50	51	52	53	54	55	56	57
EphB4 ephrin blk	0	2	-2	-3	5	7	-12	5	-2
LYP inh 2	-17	6	0	-3	8	0	-4	-4	20
S1P2 blocker	-6	-4	8	-8	16	15	-5	-11	-13
S1P2 ag	-4	-2	-2	-6	-7	-8	-5	1	1
PostGolgi yeast	0	2	1	2	0	3	/	-1	/
FAK blocker	-2	-2	0	7	4	1	2	2	1
PostGolgi ctrl	0	4	10	16	5	9	/	-9	/
LYP act	18	-8	-1	0	-4	-3	4	1	-23
Rev-RRE block	7	-4	4	-3	11	4	5	1	6

In the list so far, these have two or more sulfur atoms.
[9] CC(C)C1Cc2c(C#N)c(N)sc(=S)c2CO1 (stereo not drawn)
[22] c1coc(-c2nnc3sc(Cc4cccs4)nn23)c1
[34] Cc1ncsc1CCSc1n[nH]c(=O)n1-c1ccccc1
[44] c1ccc(-c2csc3nnc(SCc4ccc5c(c4)OCCO5)n23)cc1
[48] CC(=O)Nc1ccc(S(=O)(=O)N2CCSC2C(=O)O)cc1 (stereo not drawn)
[52] Cn1c(SCC(=O)NCc2ccc3c(c2)OCO3)nc2scc(-c3cccs3)c2c1=O

Screen / compound no.	9	22	34	44	48	52
EphB4 ephrin blk	0	-3	1	2	0	-3
LYP inh 2	-4	-3	12	4	0	-3
S1P2 blocker	-18	-6	7	-14	-41	-8
S1P2 ag	-7	-4	-7	0	-4	-6
PostGolgi yeast	2	21	9	/	-7	2
FAK blocker	-3	25*	0	1	-1	7
PostGolgi ctrl	0	2	1	/	23	16
LYP act	8	0	-13	-4	2	0
Rev-RRE block	12	-4	4	3	10	-3

Source: PubChem BioAssay
